# GLA spleen mod: qHTS Assay for Inhibitors and Activators of Human alpha-Galactosidase From Spleen Homogenate; human spleen homogenate, 4MU-alpha-Gal fluorescence, 40 min; AID 2107, 2009; 240,000 compounds, 0.008% hits; Alpha-galactosidase A (Homo sapiens), P06280; Potency, µM (doses to about 80 µM), for inactives: at the top dose activity change, negative = inhibition, most hits filed as inhibitors;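 also: 0% = enzyme with vehicle and -100% = no enzyme basal signal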
# Target sequence (P06280 32-429 limits assumed): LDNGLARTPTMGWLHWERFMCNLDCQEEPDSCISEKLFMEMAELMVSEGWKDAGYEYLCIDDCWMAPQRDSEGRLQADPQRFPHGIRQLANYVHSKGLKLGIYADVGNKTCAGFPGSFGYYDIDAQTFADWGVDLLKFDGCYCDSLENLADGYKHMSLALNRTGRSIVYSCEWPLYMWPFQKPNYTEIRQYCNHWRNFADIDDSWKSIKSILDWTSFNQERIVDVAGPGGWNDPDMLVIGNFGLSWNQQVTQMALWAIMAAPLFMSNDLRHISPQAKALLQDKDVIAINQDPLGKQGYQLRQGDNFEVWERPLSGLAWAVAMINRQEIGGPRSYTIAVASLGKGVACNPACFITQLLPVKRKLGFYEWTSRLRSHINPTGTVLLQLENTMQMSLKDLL
#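 Human spleen homogenate (1 ug) as enzyme source, 4-methylumbelliferyl-alpha-D-galactopyranoside 1 mM final, citrate/phosphate pH 5.0 with 0.01% Tween-20. Compounds 40 min at 37C, NaOH/glycine stop; fluorescence Ex 365/Em 440, Hill-fit AC50.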
# aGlu spleen mod: qHTS Assay for Inhibitors and Activators of Human alpha-Glucosidase From Spleen Homogenate; 240,000 compounds, 0.006% hits; Potency, µM (series often up to 79.9 µM), for inactives: at the highest dose activity change, negative = inhibition, hits mostly inhibitors; human spleen homogenate, 4-MU-alpha-glucoside fluorescence; Lysosomal alpha-glucosidase (Homo sapiens), P10253;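 also: 0% = enzyme with vehicle and -100% = no enzyme basal signal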
#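 AC50 values come from Hill-equation fits of concentration-response data, normalized to no-enzyme and full-activity controls. Enzyme source: 1 ug human spleen homogenate; 1 mM fluorogenic 4-MU glucoside, pH 5.0 citrate buffer, 37 C, 40 min.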
# ALDH1A1 block: qHTS Assay for Inhibitors of Aldehyde Dehydrogenase 1 (ALDH1A1); Purified ALDH1A1, NADH fluorescence, propionaldehyde substrate; Potency, µM (top dose mostly 75.3 µM), for the others: top-dose activity, negative = inhibition, usual class: inhibitors; 220,000 compounds, 7.3% hits; AID 1030, 2008; active = well fitted inhibition curve with a large enough effect, not every such curve was filed as active; inconclusive = small, poorly fitted or top-dose-only effect, or another doubt; inactive = no such curve, though single readings can be large or run the other way;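 also: plate controls were no enzyme wells and a reference inhibitor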
# Target sequence (P00352 whole entry, looked up): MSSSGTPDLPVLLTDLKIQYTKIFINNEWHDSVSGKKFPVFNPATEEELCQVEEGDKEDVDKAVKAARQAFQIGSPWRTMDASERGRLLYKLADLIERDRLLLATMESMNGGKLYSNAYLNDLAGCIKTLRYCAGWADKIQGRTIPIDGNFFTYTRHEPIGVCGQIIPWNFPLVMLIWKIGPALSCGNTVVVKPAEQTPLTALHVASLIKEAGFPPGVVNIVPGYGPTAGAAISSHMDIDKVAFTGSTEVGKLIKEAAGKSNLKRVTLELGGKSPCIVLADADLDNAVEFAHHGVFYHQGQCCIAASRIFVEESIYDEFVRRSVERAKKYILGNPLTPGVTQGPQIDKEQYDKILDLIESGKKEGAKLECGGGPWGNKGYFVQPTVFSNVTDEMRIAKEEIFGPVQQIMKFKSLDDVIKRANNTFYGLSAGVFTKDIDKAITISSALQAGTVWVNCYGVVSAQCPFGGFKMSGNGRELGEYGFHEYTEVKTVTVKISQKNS
# GAA inh: qHTS Assay for Inhibitors of Human alpha-Glucosidase as a Potential Chaperone Treatment of Pompe Disease | 200,000 compounds, 0.005% hits | purified human GAA, 4-MU-alpha-glucoside fluorescence | Potency, µM (titrated, usually from 76.9 µM), inactives show top-dose activity change, negative = inhibition, usual class: inhibitors | AID 1466, 2008;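 also: plate controls were uninhibited enzyme wells for no effect and no-enzyme background for full effect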
#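 AC50 values come from Hill fits of compound titrations (up to 77 uM) against 4 nM human enzyme. Substrate 4-methylumbelliferyl-alpha-D-pyranoside at 400 uM, pH 5.0 citrate buffer, 20 min room temperature; fluorescence Ex 365/Em 440 after alkaline stop.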
# Epigenetic derep: Quantitative High-Throughput Screen for Regulators of Epigenetic Control. 280,000 compounds, 0.2% hits. Potency, µM (series often up to 53.9 µM), for inactives: at the highest dose GFP activation, most hits filed as activators. murine LDR cells, GFP reporter derepression, 30 h; also: % of control where 0% means no effect; nearly all actives have a fitted effect of over 60% in size
#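 Readout is the number of GFP-expressing murine LDR cells, counted by cytometry following washing. Cells were treated with compound for 30 h at 37 C; the stably integrated CMV-GFP locus is normally silent.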
# Tau fluor counter: Counterscreen qHTS for Inhibitors of Tau Fibril Formation, Fluorescence Polarization. 280,000 compounds, 0.93% hits. Potency, µM (top dose mostly 57.7 µM), inactives show at the top dose activity change, negative = decrease. tau K18 P301L Alexa594 fluorescence, heparin fibrillization; also: % is scaled to controls: 0 for no effect and ±100 for the full control effect; nearly all actives have a fitted effect of over 55% in size
#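 Human tau K18 P301L (15 uM unlabeled, 0.24 uM Alexa 594-labeled) in 100 mM sodium acetate pH 7 with 20 uM heparin, 6 hr at 37 C. ThT 30 uM added, 1 hr ambient; Alexa 594 FP and total fluorescence read at 555/632 nm.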
# NPSR antag: qHTS Assay for Antagonists of the Neuropeptide S Receptor: cAMP Signal Transduction | Q6W5P4 | CHO-NPSR cells, cAMP TR-FRET, antagonist mode | Potency, µM (titrated, usually from 38.3 µM), without a hit: at the highest dose activity change, negative = inhibition, hits mostly inhibitors | 220,000 compounds, 1% hits | AID 1461, 2008; also: % is scaled to controls: 0 for no effect and ±100 for the full control effect; nearly all actives have a fitted effect of over 50% in size; many of its hits are not listed in these tables
# GAA glycogen mod: qHTS Assay for Inhibitors and Activators of Human alpha-Glucosidase Cleavage of Glycogen; Lysosomal alpha-glucosidase (Homo sapiens), P10253; recombinant GAA, glycogen substrate, Amplex Red glucose oxidase fluorescence; Potency, µM (top dose mostly 76.4 µM), for the others: at the top dose activity change, negative = inhibition, hits mostly inhibitors; 300,000 compounds, 0.38% hits; AID 2100, 2009;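 also: 0% = full enzyme reaction and -100% = no-enzyme basal signal; the screen sought inhibitors and activators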
#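 Natural-substrate format: glycogen cleavage by 4 nM human enzyme, glucose read by Amplex Red coupling (Ex 573, Em 610 nm). Normalized to enzyme and no-enzyme controls.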
# An asterisk follows results filed as active; ? = inconclusive; / = not tested or not shown; & = joins results of further samples; [ ] = another dose, or the depositor's remark. Unless noted, calls follow the shape of the dose curve; as a rule, active = well fitted curve in the direction sought with a large enough effect; inconclusive = small, poorly fitted or top-dose-only effect, or another doubt; inactive = no such curve, though single readings can be large; an effect the other way counts as inactive or inconclusive. Potency is read from the fitted curve at half-maximal effect. Some of the compounds tested; rates above refer to the full screens.
SMILES,GLA spleen mod,aGlu spleen mod,ALDH1A1 block,GAA inh,Epigenetic derep,Tau fluor counter,NPSR antag,GAA glycogen mod
Cc1cc(Nc2ccc(F)cc2)n2nc(C)nc2n1,-4%,-1%,-4%,-1%,0.1%,-8%,-7%[46.1 µM],5%
COC(=O)c1c(NC(=O)C2C3C=CC(CC3)C2C(=O)O)sc(C)c1C (stereo unspecified),1%,-1%,?,4%,2.0%,-6%,-1%,-7%
CNS(=O)(=O)c1ccc(NCC2COc3ccccc3O2)c([N+](=O)[O-])c1 (stereo unspecified),2%,-1%,3%,4%,-0.1%,-21%,4%,-3%
Cc1nc2ccc(NC(=O)Cc3ccc(Br)cc3)cc2s1,3%,-2%,/,/,1.1%,-16%,5%,5%
CCc1cccc(C)c1NC(=O)CSc1nc2ccc(N3C(=O)c4ccccc4C3=O)cc2s1,-16%,-2%,4%,1%,12%,-6%,9%[46.1 µM],11%
Cc1sc2ncnc(SCC(=O)c3cccs3)c2c1C,-8%,-11%,?,-5%,-0.2%,-10%,-9%[46.1 µM],4%
C=CCn1c(N)cc(=O)nc1SCC(=O)Nc1ccccc1,-6%,0%,7%,3%,-0.7%,4%,-4%[46.1 µM],9%
Nn1c(COc2ccccc2)nnc1SCc1cc(=O)[nH]c2ccccc12,1%,-5%,19%,2%,-1.1%,1%,-16%[46.1 µM],3%
CCn1c(SCc2ccc(Cl)cc2)nc2nc3c(cc2c1=O)CCCC3,-4%,2%,13µM*,-3%,?,1%,35%,-3%
O=C(Cc1ccc(S(=O)(=O)N2CCCC2)s1)NC1CCCCCC1,5%,2%,?,0%,-0.4%,-17%,-14%[46.1 µM],6%
Cc1ccc(Nc2cc(C)nc3nc(C)nn23)c(C)c1,-7%,-5%,0%,-11%,-0.3%,-12%,14%,4%
CS(=O)(=O)N(CC(=O)Nc1ccccc1C(=O)NCc1ccccc1)c1ccc2c(c1)OCCO2,-8%,-5%,?,-3%,1.1%,?,6%[46.1 µM],-7%
COC(=O)CSc1nc2sc3c(c2c(=O)n1-c1ccccc1)CCN(C)C3,?,-5%,?,7%,0.7%,-4%,?,-14%
O=C(COC(=O)c1ccc(S(=O)(=O)N2CCCC2)cc1)NCc1ccc(Cl)cc1,1%,5%,2%,-3%,-0.8%,-11%,-9%[46.1 µM],3%
COCCOC(=O)C(CC(=O)O)NCc1ccco1 (stereo unspecified),-3%,1%,/,/,-0.3%,10%,-1%[7.67 µM],4%
Cc1cc2n(n1)C(c1ccc(N(C)C)cc1)Nc1ccccc1-2 (stereo unspecified),?,23%,?,?,2.3%,?,-19%[46.1 µM],-16%
Cc1ccc(C(=O)NNC(=O)c2cccc(C)c2)cc1,-7%,-11%,2%,3%,-0.1%,16%[2.34 µM],-9%,-2%
Cc1ccc(-c2nnc(OCC3CCCO3)c3ccccc23)cc1 (stereo unspecified),-5%,-3%,-12%,2%,0.0%,-16%,?,19%
N#CC(c1ccc(=O)[nH]n1)c1ccc(Cl)cc1Cl (stereo unspecified),-1%,9%,-1%,-1%,1.1%,-1%,21%,-13%
COc1ccc(-c2cnc3nc[nH]c(=O)c3n2)cc1,3%,2%,?,2%,-1.0%,6%,3%[46.1 µM],6%
CCOC(=O)c1cc(C(C)C)sc1NC(=O)COC(=O)CCS(=O)(=O)c1ccccc1,-4%,-5%,?,-11%,-1.0%,-16%,4%,2%
CC(/C=N/N1CCN(c2ccccn2)CC1)=C\c1ccccc1,0%,-2%,1%,-10%,3.0%,?,16%,6%
CCc1ccccc1NC(=S)NCc1ccc2c(c1)OCO2,2%,-12%,-6%,-8%,0.0%,-1%,-15%[46.1 µM],-10%
CCN1/C(=C/c2ccc3cc(C)ccc3[n+]2CC)Sc2cc(C)ccc21,4%,2%,?,-4%,2.8µM*,?,-45%,-11%
O=C(CN1CCOCC1)N/N=C/c1ccco1,4%,6%,-3%,0%,1.1%,4%,2%,-8%
Cc1c(C(=O)NCCc2ccccc2)oc2ccc(S(=O)(=O)N3CCOCC3)cc12,1%,-10%,-15%,-22%,-3.4%,-18%,-25%[46.1 µM],-26%
COC(=O)c1cnn(-c2ccccc2)c1/C=N/NC(=S)Nc1ccc(Cl)cc1,2%,2%,/,/,0.1%,7%,-36%,2%
N#Cc1c(N2CCCC(O)C2)nc(N)c2c(N)nc3c(c12)CC(=O)N3C12CC3CC(CC(C3)C1)C2 (stereo unspecified),8%,-11%,?,?,3.7%,?,?,21%
O=C(CSc1cc(Cl)ccc1Cl)NCC(=O)Nc1ccc(F)c(F)c1F,5%,4%,19%,-8%,0.0%,-27%,-16%,-4%
Cc1ccccc1N1CCN(C(=O)CN2C(=O)c3ccccc3C2=O)CC1,-2%,-4%,-7%,-9%,0.0%,2%,4%[46.1 µM],7%
COC(=O)c1ccc(Nc2c([N+](=O)[O-])c(=O)oc3ccccc23)cc1,12%,5%,/,/,-1.6%,-7%,25%,8%
S=c1[nH]nc(-c2cccnc2)n1/N=C/C=C/c1ccccc1,3%,-1%,-16%,-14%,-1.5%,2%,-20%,-10%
COc1cccc(NC(=O)OCCN2CCN(Cc3ccccc3)CCC2=O)c1,-4%&-3%,-1%&-6%,1%&4%,-10%[15.4 µM],2.5%&0.1%,-13%[81.3 µM],-18%,5%
CC(C)(C)OC(=O)C(Cl)(C(=O)OC(C)(C)C)c1ccc2nnnn2n1,1%,/,-12%,-6%,?,-1%,-26%,5%
O=C(Nc1ccccc1-c1ccccc1)c1ccc(Br)o1,-3%,-3%,?,-3%,7.6%,-15%,-18%[46.1 µM],-1%
CCN(c1ccccc1)S(=O)(=O)c1cc([N+](=O)[O-])ccc1N,-3%,-1%,-7%,9%,1.1%,-4%,-1%,10%
Cc1oc(-c2ccc(Cl)cc2)cc1C(=O)/C(C#N)=C/Nc1cccc(OC(F)(F)F)c1,-8%,-2%,?,4%,0.4%,-20%,41%,3%
Cc1nc(N2CCOCC2)c2c(C)c(C(=O)Nc3ccccc3C(F)(F)F)sc2n1,5%,6%,-7%,0%,0.1%,-8%,-31%,-2%
O=C(CCC(=O)N1CCOCC1)Nc1nnc(C2CCCCC2)s1,2%,6%,?,-4%,0.7%,-1%,-8%[46.1 µM],11%
O=C(CSc1ccc(-c2ccccn2)nn1)NC1CCCC1,-1%,1%,-4%,1%,1.9%,-1%,7%,2%
CN(C)/C=N/c1cc(=O)[nH]c(=O)n1Cc1ccccc1,3%&22%,0%&7%,-5%&11%,-11%,2.4%&-6.9%,-7%&-15%,18%,3%
CCn1c(CSc2nnc(-c3ccoc3C)n2C)nc2cc(S(=O)(=O)N(C)C)ccc21,8%,7%,-14%,-2%,0.0%,6%,-6%[46.1 µM],6%
COCC(C)n1c(C)cc(C(=O)COc2ccc(C)nc2[N+](=O)[O-])c1C (stereo unspecified),-6%,/,?,-6%,0.0%,-10%,2%,-13%
O=C(/C=C/c1ccccc1Cl)NCCc1ccccc1,0%,-4%,-7%,-1%,1.4%,-27%,0%[46.1 µM],6%
O=C(CSc1nnc(CNc2ccc(F)cc2)o1)c1ccccc1,1%,2%,-4%,10%,0.0%,-6%,11%,-2%
COc1ccccc1NC(=O)C1CCC(CNc2c(N3CCCCC3)c(=O)c2=O)CC1 (stereo unspecified),?,-11%,/,/,-4.3%,-20%,7%,0%
CCOC(=O)c1c(NC(=O)c2ccc(Cl)cc2)csc1C,-9%,-10%,1%,2%,0.0%,-3%,-24%[46.1 µM],17%
CCCc1cc(=O)[nH]c(SCc2cc(=O)oc3cc(C)c(C(C)C)cc23)n1,0%,-5%,?,3%,-1.0%,-7%,-4%,0%

# Single records (already shown):
# Profile of CCOC(=O)c1c(NC(=O)c2ccc(Cl)cc2)csc1C : GLA spleen mod: -9%; aGlu spleen mod: -10%; ALDH1A1 block: 1%; GAA inh: 2%; Epigenetic derep: 0.0%; Tau fluor counter: -3%; NPSR antag: -24%[46.1 µM]; GAA glycogen mod: 17%
# Profile of O=C(CSc1ccc(-c2ccccn2)nn1)NC1CCCC1 : GLA spleen mod: -1%; aGlu spleen mod: 1%; ALDH1A1 block: -4%; GAA inh: 1%; Epigenetic derep: 1.9%; Tau fluor counter: -1%; NPSR antag: 7%; GAA glycogen mod: 2%

# Next part
SMILES,GLA spleen mod,aGlu spleen mod,ALDH1A1 block,GAA inh,Epigenetic derep,Tau fluor counter,NPSR antag,GAA glycogen mod
Cc1ccc(COc2ccc(/C=N/NC(=O)CN3CCCCC3)cc2)cc1,-2%,-3%,8%,-9%,-2.8%,-10%,8%,-5%
Cc1nnc(NC(=O)CSc2nnnn2Cc2ccccc2)s1,-5%,-3%,-15%,-9%,-2.1%,4%,-7%[46.1 µM],-1%
COc1ccc(N2C(=O)CN=C2Nc2cccc(C)c2C)cc1OC,-9%,3%,6%,-1%,-1.1%,6%,6%[46.1 µM],6%
Oc1ccccc1/C=N/n1c(-c2cccs2)n[nH]c1=S,1%,5%,16µM*,-5%,0.4%,-22%,-23%[46.1 µM],-4%
C/C=C/Cn1c(SCc2ccc(C)cc2)nc2c1c(=O)[nH]c(=O)n2C,-15%,-7%,?,4%,0.0%,0%,-18%[46.1 µM],3%
COc1ccc2c(c1)C1NC(=S)NC(C)(O2)C1C(=O)Nc1ccc(Cl)cc1 (stereo unspecified),5%,0%,6%,0%,0.0%,-12%,8%,-15%
Cc1cc(NC(=O)CSc2nc(-c3ccccc3)c(C#N)c(=O)[nH]2)no1,0%,0%,-4%,-8%,-3.5%,-10%,7.9µM*,11%
O=C(CNC(=O)c1ccccc1)OC(C(=O)c1ccccc1)c1ccccc1 (stereo unspecified),12%,-17%,-9%,-2%,2.3%,-18%,15%,-6%

# Screening results: PubChem BioAssay, National Center for Advancing Translational Sciences (NCATS)
